Assay outcomes: PubChem BioAssay, NCI
NCI-60 one-dose screen, 48 h, at 10 µM unless noted. Numbers give growth in % (100 = growth as untreated, 0 = no growth, -100 = all killed).
KM12: KM12 colon cancer cells | AID 1794800 | 5% of 82,000 active
OVCAR-5: OVCAR-5 ovarian cancer. 2.9% of 82,000 active
HCC-2998: HCC-2998 colon cancer; 4.7% of 79,000 active; AID 1794799
PC-3: PC-3 prostate cancer cells; 3.9% of 80,000 active
OVCAR-4: OVCAR-4 ovarian cancer cells; 3.7% of 80,000 active; AID 1794784
DU-145: DU-145 prostate cancer | 4.2% of 81,000 active
SW-620: SW-620 colon cancer | 5.2% of 82,000 active
OVCAR-3: OVCAR-3 ovarian cancer; 7% of 79,000 active
OVCAR-8: OVCAR-8 ovarian cancer; 4.4% of 81,000 active; AID 1794782
The depositor's hits bear a star; · = no result given; & = joins results of further samples; ! = not confirmed by another sample. Rule for the calls: active = growth percent below 10; inactive = the rest. No enrichment for hits; overall some 10% were active at least once.

SMILES | KM12 | OVCAR-5 | HCC-2998 | PC-3 | OVCAR-4 | DU-145 | SW-620 | OVCAR-3 | OVCAR-8
CC/C=C/C(C(=O)OCC)(C(=O)OCC)C(C)CC (stereo not drawn) | 111 | 106 | 104 | 98 | 107 | 118 | 111 | 125 | 103
COc1ccc(-c2cc(C(=O)N3CC(C)OC(C)C3)on2)cc1OC1CCCC1 (stereo not drawn) | 84 | 96 | 110 | 76 | 85 | 101 | 89 | 79 | 96
Cc1cccc(-n2c(CC#N)n[nH]c2=S)c1 | 113 | 105 | 120 | 107 | 99 | 104 | 101 | 108 | 96
O=C(N/N=C/c1c(Cl)cccc1Cl)c1ccccc1Nc1ccnc(C(F)(F)F)c1 | 75 | 98 | 71 | 51 | 64 | 109 | 86 | 110 | 65
CC(C)C(C(=O)Nc1ccc(O)cc1)N1C(=O)/C(=C/c2ccc(Br)cc2)SC1=S (stereo not drawn) | 100 | 108 | 100 | 97 | 98 | 104 | 106 | 102 | 106
Nc1nc(N)c(NC(=O)CNc2ccc(C(=O)O)cc2)c(N)n1 | 114 | 108 | 107 | 101 | 104 | 121 | 105 | 118 | 105
Cc1nn(-c2ccccc2)c2ncn(CC(=O)N/N=C/c3cccc([N+](=O)[O-])c3)c(=O)c12 | 94 | 79 | 78 | 85 | 71 | 64 | 91 | 96 | 69
COc1cc(/C=C2\SC(N3CCCCC3)=NC2=O)ccc1OCCCCCCOc1ccc(/C=C2\SC(N3CCCCC3)=NC2=O)cc1OC | -72* | 41 | -77* | 34 | 21 | -7.0* | -25* | -83* | 8.1*
CC(C)(C)OC(=O)n1cc(-c2nc(-c3c[nH]c4ncccc34)cs2)c2ccccc21 | 87 | 120 | 104 | 77 | · | 108 | 106 | 97 | 93
COc1ccc(NC(=O)CCn2cnc3c(cc(-c4ccccc4)n3-c3ccncc3)c2=O)cc1 | 107 | 112 | 105 | 103 | 122 | 103 | · | 106 | 136
CN(C)CCN(C)c1ccc2ncc(C#Cc3cncc(C(=O)Nc4ccc(CN5CCN(C)CC5)c(C(F)(F)F)c4)c3)n2n1 | -40* | 91 | 34 | 65 | -0.4* | -59* | -45* | · | 64
CN1c2ccccc2Sc2cc(C3CCC(=O)N3c3ccc(Cl)cc3Cl)ccc21 (stereo not drawn) | 93 | 92 | 95 | 41 | 82 | 98 | 95 | 96 | 83
COc1ccc(-c2nc3c(c(-c4ccc(Cl)cc4)nn3-c3ccccc3)c(-c3ccccc3)c2C#N)cc1 | 98 | 103 | 115 | 91 | 116 | 104 | 104 | 111 | 100
CC(C)NCC1CCc2cc(CO)c([N+](=O)[O-])cc2N1 (stereo not drawn) | 108 | 86 | 94 | 102 | 106 | 123 | 105 | 122 | 100
CCOC(=O)c1ccc(O)c(O)c1 | 101 | 98 | 93 | 94 | 103 | 109 | 105 | 102 | 91
CCCC(=O)Nn1c(N)cc2ccccc2c1=O | 112 | 109 | 112 | 99 | 110 | 134 | 109 | 85 | 113
Cc1ncc(N)c(CO)c1N | 101 | 105 | 98 | 83 | 106 | 104 | 106 | 105 | 98
COc1ccc(-c2cc(-c3cccn3C)c(C#N)c3nnc(C)n23)cc1OC | 101 | 106 | 101 | 76 | 93 | 117 | 109 | 112 | 98
CN[C@@H]1C(O)[C@@H](O[C@@H]2[C@@H](O)[C@H](O[C@H]3OC(CN)=CC[C@H]3N)[C@@H](N)C[C@H]2N)OC[C@]1(C)O (stereo partly drawn) | 102 | · | 106 | 98 | 110 | 110 | 104 | 112 | 106
CCCCCCCCCCCCCCCCCCCCCC(=O)OCC(F)(F)C(F)(F)C(F)(F)C(F)(F)C(F)(F)C(F)(F)C(F)(F)C(F)(F)C(F)(F)C(F)F | 110 | 103 | 134 | 94 | 100 | 112 | 111 | 127 | 103
CC(C(=O)N1CCN(C(=O)Nc2ccccn2)CC1)c1ccc(Nc2ccnc(C(F)(F)F)c2)cc1 (stereo not drawn) | 111 | 100 | 94 | 99 | 96 | 121 | 96 | 126 | 94
CCCCC[C@H](O)C/C=C1/C(=O)C=C[C@@H]1C/C=C\CCCC(=O)O | 51 | 152 | 77 | 78 | 78 | 68 | 52 | 22 | 34
CC(=O)Oc1ccc(C(=O)O)cc1 | 111 | 122 | 112 | 86 | 103 | 120 | 108 | 109 | 112
Cc1nc(NS(=O)(=O)c2ccc(N)cc2)nc(C)c1C | 102 | 109 | 98 | 96 | 111 | 98 | 104 | 100 | 99
COc1ccc(N=Nc2nccs2)c(O)c1 | 33 | 87 | 61 | 42 | 22 | 51 | 34 | 33 | 20
O=C(CCN1CCC2CCC(C2)C1)c1ccccc1 (stereo not drawn) | 102&106 | 103&98 | 103&99 | 110&96 | 115&112 | 108&116 | 108&105 | 112&112 | 105&107
O=C(Nc1ccc(Cl)cc1)c1cc2ccccc2cc1O | 2.9* | 43&79 | · | -13*! | 21&35 | 10&30 | 5.9*! | 5.6*! | -5.9*!
Cc1[nH]c(=O)[nH]c(=O)c1CN1CCCCC1 | 105 | 102 | 95 | 106 | 105 | 109 | 98 | 114 | 111
COc1ccc(N=Nc2c(N)nn3c(-c4ccc(OC)c(OC)c4)c(C#N)c(N)nc23)cc1 | 75 | 85 | 96 | 67 | 75 | 68 | 103 | 93 | 62
Cc1ccc(-c2nn(-c3ccccc3)cc2/C=C/C(=O)NNC(=O)Nc2ccc(Cl)cc2)cc1 | 116 | 106 | 118 | 91 | 101 | 111 | 102 | 109 | 95
CCCc1cc(-c2ccc(O)c(CCC)c2)ccc1O | 56 | 90 | · | 85 | 59 | 82 | 59 | 70 | 85
CS(=O)(=O)c1ccc(C(=O)N=Nc2c(O)[nH]c3ccc([N+](=O)[O-])cc23)cc1 | 100 | 109 | 105 | 103 | 110 | 105 | 102 | 113 | 103
O=C(CN1C(=O)/C(=C/c2ccccc2F)SC1=S)N1CCOCC1 | 99 | 92 | 116 | 95 | 74 | 56 | 33 | 53 | 93
O=C(CCc1nnc2sc(=S)[nH]n12)c1nc2ccccc2[nH]1 | 107 | 109 | 107 | 100 | 106 | · | 114 | 100 | 109
FC(F)(F)C(F)(F)C(F)(F)C(F)(F)C(F)(F)C(F)(F)OC(F)(F)C(F)(F)C(F)(F)C(F)(F)C(F)(F)C(F)(F)F | 113 | 107 | 101 | 93 | 123 | 116 | 111 | 117 | 105
COc1ccc(-c2cc(-c3nnc(SCC(=O)c4ccccc4)o3)c3ccccc3n2)cc1 | 94 | 95 | 94 | 82 | 79 | 98 | 88 | 96 | 95
CN1CCN(c2ccc3cc(-c4nc5ccccc5[nH]4)c(=O)oc3c2)CC1 | 90 | 102 | 114 | 83 | 70 | 112 | 107 | 97 | 95
Nc1ccc(Oc2ccccc2)c(Cl)c1 | 104 | 84 | 113 | 100 | · | 104 | 107 | 113 | 95
CN(C)c1ccc2nc3ccc(=[N+](C)C)c([N+](=O)[O-])c-3sc2c1 | 35 | -7.8* | 43 | 4.5* | 0.9* | 54 | 24 | -12* | 13
CC1=C(C(=O)Nc2cccc(C(F)(F)F)c2)C(c2ccc(Cl)cc2)C2=C(CC(C)(C)CC2=O)N1 (stereo not drawn) | 58 | 84 | 89 | 33 | 67 | 84 | 89 | 63 | 71
O=C(NCCCOC(=O)c1ccccc1)c1ccccc1 | 119 | 93 | 108 | 74 | 95 | 121 | 109 | 116 | 110
CN1CCC(O)(C(C(=O)O)c2ccccc2)CC1 (stereo not drawn) | 111 | 104 | 102 | 106 | 109 | 110 | 106 | 108 | 103
C/C(=N\NC(N)=O)c1ccc(Cl)c(-n2cccc2)c1 | · | 88 | 102 | 87 | 88 | · | 101 | 101 | 91
COc1ccc(NC(=O)COCCOCCNC[C@@H]2C(=O)O[C@H]3[C@H]2CC/C(COC(=O)OC/C2=C/CC[C@@]4(C)O[C@H]4[C@H]4OC(=O)[C@@H](CN(C)C)[C@@H]4CC2)=C\CC[C@@]2(C)O[C@@H]32)c(O)c1C(N)=O | 79 | 91 | 106 | 80 | 31 | 57 | -6.4* | 0.0* | 32
C=CN(C(=O)N1CCN(c2cc3c(cc2F)c(=O)c(C(=O)O)cn3C2CC2)CC1)c1nc(-c2ccc(Cl)cc2)cs1 | 62 | 86 | 96 | 40 | 78 | 81 | 94 | 54 | 67
CCC1(C)COC(c2ccc(OC)cc2)OC1 (stereo not drawn) | 104 | 101 | 102 | 101 | 96 | 108 | 104 | 112 | 103
Cc1ncc2c(c1-c1noc(-c3cn[nH]c3-c3cccs3)n1)CCNC2 | 50 | 83 | · | 80 | 52 | 55 | 80 | 48 | 71
S=C(NCc1ccccc1)Nc1ccccc1 | 103 | 107 | 105 | 98 | 108 | 120 | 109 | 124 | 99
CC(=O)c1nc2ccccc2n1CCn1cnc2c(N)ncnc21 | 110 | 95 | 110 | · | 102 | 123 | 105 | 114 | 98
COc1ccc(/C=C2\N=C(C)N(CCc3ccc(S(=O)(=O)NC(=S)NCc4ccccc4)cc3)C2=O)cc1 | 68 | 94 | 102 | 68 | 68 | 84 | 95 | 105 | 77
OC(c1ccccc1)(c1ccccc1)c1ccc2ccccc2c1 | 92 | 90 | 107 | 80 | 100 | 105 | 94 | 95 | 98
CC(C)C1=C[C@@]23CC[C@H]4C(C)(C(=O)O)CCC[C@]4(C)[C@H]2C[C@@H]1C1=C3C(=O)C=CC1=O (stereo partly drawn) | 98 | 98 | 105 | 101 | 100 | 110 | 108 | 107 | 101
Cc1ccc(N=Nc2c(N)nn3c(-c4ccc(Cl)cc4)c(-c4nc5ccccc5s4)c(N)nc23)cc1 | 100 | 103 | 105 | 96 | 110 | 106 | 104 | 108 | 105
COc1ccc(-c2nc(SCC(=O)Nc3nc(-c4ccccc4)cs3)[nH]c(=O)c2C#N)cc1 | 108 | 85 | 87 | 86 | 109 | 118 | 97 | 107 | 101

11 entries from above in a different format:
SMILES	KM12	OVCAR-5	HCC-2998	PC-3	OVCAR-4	DU-145	SW-620	OVCAR-3	OVCAR-8
COc1ccc(NC(=O)COCCOCCNC[C@@H]2C(=O)O[C@H]3[C@H]2CC/C(COC(=O)OC/C2=C/CC[C@@]4(C)O[C@H]4[C@H]4OC(=O)[C@@H](CN(C)C)[C@@H]4CC2)=C\CC[C@@]2(C)O[C@@H]32)c(O)c1C(N)=O	79	91	106	80	31	57	-6.4*	0.0*	32
C=CN(C(=O)N1CCN(c2cc3c(cc2F)c(=O)c(C(=O)O)cn3C2CC2)CC1)c1nc(-c2ccc(Cl)cc2)cs1	62	86	96	40	78	81	94	54	67
CCC1(C)COC(c2ccc(OC)cc2)OC1 (stereo not drawn)	104	101	102	101	96	108	104	112	103
Cc1ncc2c(c1-c1noc(-c3cn[nH]c3-c3cccs3)n1)CCNC2	50	83	·	80	52	55	80	48	71
S=C(NCc1ccccc1)Nc1ccccc1	103	107	105	98	108	120	109	124	99
CC(=O)c1nc2ccccc2n1CCn1cnc2c(N)ncnc21	110	95	110	·	102	123	105	114	98
COc1ccc(/C=C2\N=C(C)N(CCc3ccc(S(=O)(=O)NC(=S)NCc4ccccc4)cc3)C2=O)cc1	68	94	102	68	68	84	95	105	77
OC(c1ccccc1)(c1ccccc1)c1ccc2ccccc2c1	92	90	107	80	100	105	94	95	98
CC(C)C1=C[C@@]23CC[C@H]4C(C)(C(=O)O)CCC[C@]4(C)[C@H]2C[C@@H]1C1=C3C(=O)C=CC1=O (stereo partly drawn)	98	98	105	101	100	110	108	107	101
Cc1ccc(N=Nc2c(N)nn3c(-c4ccc(Cl)cc4)c(-c4nc5ccccc5s4)c(N)nc23)cc1	100	103	105	96	110	106	104	108	105
COc1ccc(-c2nc(SCC(=O)Nc3nc(-c4ccccc4)cs3)[nH]c(=O)c2C#N)cc1	108	85	87	86	109	118	97	107	101
